Screening results as filed in PubChem.
C diff growth = blocks growth of Clostridium difficile; Clostridium difficile clinical isolate growth, OD600, 24 h; active compounds read low; growth activity, negative = inhibition, % at 16 µg/mL (by protocol); 0.25% of 86,000 active;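 active = mean growth activity at or below -80% and every replicate also at or below -80%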;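 also: 0% = DMSO wells and -100% = levofloxacin 16 µg/mL wells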
KDM4C inh = inhibitors of human demethylase GASC-1 KDM4C; Q9H3R0; GST-KDM4C 2-372, H3K9me3 peptide, LANCE TR-FRET; inhibition, % at 12.5 µM; 0.15% of 96,000 active; AID 720574;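 active = mean replicate inhibition above about 25%, with at least 55% of replicates also reaching it, limit read from the data, passing the limit was not always enough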
Target sequence (Q9H3R0 2-372 limits assumed): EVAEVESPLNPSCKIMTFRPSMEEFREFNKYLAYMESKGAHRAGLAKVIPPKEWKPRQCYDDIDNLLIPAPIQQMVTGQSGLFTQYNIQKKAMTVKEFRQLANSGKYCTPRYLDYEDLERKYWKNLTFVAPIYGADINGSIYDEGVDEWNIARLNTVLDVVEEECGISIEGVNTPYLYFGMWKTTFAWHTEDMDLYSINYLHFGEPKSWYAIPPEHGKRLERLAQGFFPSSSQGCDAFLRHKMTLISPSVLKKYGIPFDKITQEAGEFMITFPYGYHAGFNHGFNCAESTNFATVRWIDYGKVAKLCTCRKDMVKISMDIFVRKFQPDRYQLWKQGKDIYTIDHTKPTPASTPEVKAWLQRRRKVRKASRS
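Test system – GST-tagged GASC-1 (JMJD2C) catalytic fragment, aa 2-372 · Medium – HEPES buffer, pH 7.5, plus ascorbate · Reagent – H3K9me3 peptide with Fe(II)/2OG · Compound – one test concentration per compound · Timing – 30 min reaction, 60 min detection, RT · Technique – TR-FRET with Eu antibody and ULight streptavidin, EDTA stop · Read-out basis – inhibition from TR-FRET ratio decrease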
Pf Dd2 inh = inhibitors of Plasmodium falciparum Dd2 growth. P. falciparum Dd2 growth, SYBR Green, 72 h; active compounds read low. activity change, % at 10 µM. 2.3% of 94,000 active. AID 1159554; in the data active = activity change below about -80%
T cruzi growth = inhibitors of T. cruzi proliferation | 5.9% of 77,000 active | AID 624255 | inhibition, % at 8.34 µM | T. cruzi beta-gal in NIH3T3, GalScreen luminescence, 90 h;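 active = mean inhibition above about 93%, with at least 55% of replicates each passing it, limit read from the data, passing the limit was not always enough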
* hit, by the source's call; / = not tested or not shown; & = joins results of further samples.

Abbreviations: A = C diff growth; B = KDM4C inh; C = Pf Dd2 inh; D = T cruzi growth
1	O=C(Cc1ccccc1)N1C[C@H]2[C@@H](c3ccccc31)[C@H](CO)N2C(=O)c1cccc(F)c1
  A: -2	B: 3.8	C: -7	D: 60
2	CN(C)C(=O)C[C@H]1C[C@H]2c3cc(NC(=O)Cc4ccncc4)ccc3O[C@H]2[C@@H](CO)O1
  A: 2	B: 5.9	C: 9	D: 11
3	C[C@H](CO)N1C[C@H](C)[C@@H](CN(C)Cc2ccccc2)Oc2ccc(NS(=O)(=O)c3ccc(Cl)cc3)cc2CC1=O
  A: -1	B: -0.5	C: -58	D: 95
4	O=C(NCC[C@@H]1CC[C@@H](NC(=O)c2ccc3c(c2)OCO3)[C@H](CO)O1)Nc1cc(F)ccc1F
  A: /	B: -0.9	C: 14	D: -24
5	CO[C@H]1CC[C@@H]2CCOc3c(C#N)cccc3C(=O)N(C)C[C@@H](c3ccccc3)CC(=O)N(C)C[C@@H]1O2
  A: /	B: -1.8	C: 14	D: -41
6	N#C[C@@H]1[C@@H](c2ccc(-c3cncnc3)cc2)[C@H](CO)N1C(=O)CN1CCOCC1
  A: -8	B: 0.0	C: 40	D: 29
7	Cc1ccc(S(=O)(=O)N(C)C[C@H]2OCCCC[C@H](C)Oc3ccc(NC(=O)c4ccncc4)cc3C(=O)N([C@@H](C)CO)C[C@@H]2C)cc1
  A: /	B: -0.4	C: -58	D: /
8	CN1c2ccc(-c3ccc(F)cc3)cc2[C@@H]2[C@@H](CCN2S(=O)(=O)c2cccc(F)c2)[C@@H]1CO
  A: 9	B: -2.7	C: 15	D: 64
9	CC(C)NC(=O)Nc1ccc2c(c1)C(=O)N([C@H](C)CO)C[C@H](C)[C@@H](CN(C)C(=O)Nc1ccccc1)OCCCC[C@@H](C)O2
  A: 4	B: -0.8	C: 2	D: -17
10	COc1ccc(CN(C)C[C@H]2Oc3ccc(NC(=O)c4ccncc4)cc3C(=O)N([C@H](C)CO)C[C@@H]2C)cc1
  A: -3	B: 0.7	C: -8	D: /
11	C[C@@H]1CN([C@H](C)CO)C(=O)c2cc(-c3cccnc3)cnc2O[C@@H]1CN(C)Cc1ccc(-c2ccccc2)cc1
  A: -2	B: -1.5	C: 25	D: /
12	Cc1cccc(S(=O)(=O)N2CCCCN3[C@H](CO)[C@H](c4ccc(C#CC5CC5)cc4)[C@H]3C2)c1
  A: 31	B: -0.4	C: -75	D: 87
13	COc1ccc2c3c([nH]c2c1)[C@@H](CO)N(Cc1ccccc1)CC31CN(C(=O)Nc2cccc(F)c2)C1
  A: 77	B: 0.4	C: -76	D: /
14	C[C@H]1CN([C@@H](C)CO)C(=O)c2cc(C#CC3(O)CCCC3)cnc2O[C@H]1CN(C)S(=O)(=O)c1cccc(F)c1
  A: 2	B: 0.4	C: -24	D: 46
15	C[C@@H]1CN([C@H](C)CO)C(=O)c2c(c3ccccc3n2C)-c2ccccc2CO[C@H]1CN(C)CC1CC1
  A: /	B: -1.1	C: -35	D: 29

Ordered by molar mass (high to low): some entries from above.
Abbreviations: A = C diff growth; B = KDM4C inh; C = Pf Dd2 inh; D = T cruzi growth
9	CC(C)NC(=O)Nc1ccc2c(c1)C(=O)N([C@H](C)CO)C[C@H](C)[C@@H](CN(C)C(=O)Nc1ccccc1)OCCCC[C@@H](C)O2
  A: 4	B: -0.8	C: 2	D: -17
3	C[C@H](CO)N1C[C@H](C)[C@@H](CN(C)Cc2ccccc2)Oc2ccc(NS(=O)(=O)c3ccc(Cl)cc3)cc2CC1=O
  A: -1	B: -0.5	C: -58	D: 95
11	C[C@@H]1CN([C@H](C)CO)C(=O)c2cc(-c3cccnc3)cnc2O[C@@H]1CN(C)Cc1ccc(-c2ccccc2)cc1
  A: -2	B: -1.5	C: 25	D: /
4	O=C(NCC[C@@H]1CC[C@@H](NC(=O)c2ccc3c(c2)OCO3)[C@H](CO)O1)Nc1cc(F)ccc1F
  A: /	B: -0.9	C: 14	D: -24
8	CN1c2ccc(-c3ccc(F)cc3)cc2[C@@H]2[C@@H](CCN2S(=O)(=O)c2cccc(F)c2)[C@@H]1CO
  A: 9	B: -2.7	C: 15	D: 64
1	O=C(Cc1ccccc1)N1C[C@H]2[C@@H](c3ccccc31)[C@H](CO)N2C(=O)c1cccc(F)c1
  A: -2	B: 3.8	C: -7	D: 60

Additional structures follow.
Abbreviations: A = C diff growth; B = KDM4C inh; C = Pf Dd2 inh; D = T cruzi growth
16	C[C@@H]1CN([C@H](C)CO)C(=O)c2cc(C#CCN(C)C)cnc2O[C@@H]1CN(C)C(=O)c1ccc(F)cc1
  A: -6	B: 0.9	C: 16	D: -47
17	O=S(=O)(c1ccccc1)N1CCCCN2[C@H](CO)[C@H](c3ccc(C#Cc4cccnc4)cc3)[C@@H]2C1
  A: 4	B: 0.3	C: -63	D: 102*
18	C[C@H]1CCCCO[C@@H](CN(C)C(=O)Cc2ccccc2)[C@@H](C)CN([C@@H](C)CO)C(=O)c2cc(NC(=O)Cc3ccccc3)ccc2O1
  A: -4	B: 1.4	C: -60	D: 41
19	CCCNC(=O)NC[C@@H]1[C@H](c2ccc(C3=CCCC3)cc2)[C@H](CO)N1C(C)=O
  A: 2	B: 0.4	C: 10	D: 15
20	CCC(=O)N1[C@@H]2c3ccc(C4=CCCC4)c(=O)n3C[C@H]1[C@H](CO)[C@H]2C(=O)N[C@H](C)c1ccccc1
  A: 0	B: 0.6	C: -12	D: 76
21	O=S(=O)(NC[C@H]1CC[C@@H]2[C@@H](CN2Cc2cccc(-c3ccccn3)c2)O1)c1ccccc1
  A: 2	B: /	C: -5	D: /
22	O=C(C[C@H]1CC[C@@H]2[C@H](COC[C@@H](O)CN2C(=O)c2ccncc2)O1)NCc1cccc(F)c1
  A: 1&0	B: 0.2	C: /	D: -54
23	COc1ccccc1S(=O)(=O)N(C)C[C@@H]1Oc2cc(C#CCC3CCCC3)ccc2S(=O)(=O)N([C@@H](C)CO)C[C@H]1C
  A: 5	B: -1.6	C: -5	D: /
24	CN1CCN(C(=O)C[C@H]2CC[C@@H]3[C@H](COc4ccc(NC(=O)C5CCC5)cc4C(=O)N3C)O2)CC1
  A: -2	B: 1.1	C: 14	D: /
25	COc1ccc2c3c(n(C)c2c1)[C@@H](CO)N(C(=O)c1cccnc1)CC31CCN(C(=O)c2cccnc2)CC1
  A: -5	B: 0.4	C: 29	D: /
26	C[C@@H]1CN([C@@H](C)CO)C(=O)c2cc(-c3cccnc3)cnc2O[C@@H]1CN(C)C(=O)Nc1ccccc1
  A: -3	B: -0.7	C: 14	D: 25
27	C[C@@H]1CN([C@H](C)CO)C(=O)c2cccc(NC(=O)c3nc4ccccc4s3)c2O[C@@H]1CN(C)S(C)(=O)=O
  A: -4	B: 4.0	C: 1	D: 38
28	CC(C)CC#Cc1ccc([C@@H]2[C@H](CO)N3CCCCN(C(=O)c4ccc5c(c4)OCO5)C[C@@H]23)cc1
  A: 20	B: 1.1	C: -42	D: 106*
29	CO[C@H]1CN(C)C(=O)c2ccc(NC(=O)c3cnccn3)cc2OC[C@H](C)N(CCc2ccccc2)C[C@@H]1C
  A: /	B: 1.6	C: -59	D: 49
30	COc1cccc(CN2CC3(C2)CN(C(=O)Nc2ccc(F)cc2)[C@@H](CO)c2c3c3ccc(OC)cc3n2C)c1
  A: -3	B: -3.2	C: -80	D: /

New compounds follow
Abbreviations: A = C diff growth; B = KDM4C inh; C = Pf Dd2 inh; D = T cruzi growth
31	CO[C@H]1CN(C)C(=O)c2cc(NC(=O)NC3CCCCC3)ccc2OC[C@@H](C)N(CCc2ccccc2)C[C@H]1C
  A: /	B: -0.3	C: -25	D: 24
32	CO[C@H]1CN(C)C(=O)c2ccc(NC(=O)NC(C)C)cc2OC[C@@H](C)N(Cc2ccc(-c3ccccn3)cc2)C[C@@H]1C
  A: /	B: 9.2	C: -56	D: /
33	C[C@@H]1CN([C@@H](C)CO)C(=O)c2cc(NC(=O)CCC(F)(F)F)ccc2O[C@@H](C)CCCCO[C@@H]1CN(C)C(=O)c1ccncc1
  A: 1	B: 8.1	C: 33	D: -16
34	C[C@H](CO)N1C[C@H](C)[C@@H](CN(C)C(=O)CN(C)C)Oc2ncc(-c3ccc(C(=O)N(C)C)cc3)cc2C1=O
  A: -4	B: 2.7	C: 35	D: -19
35	Cn1cnc(S(=O)(=O)N2CCCCN3[C@H](C2)[C@H](c2ccc(C4=CCCCC4)cc2)[C@@H]3CO)c1
  A: -5	B: 0.4	C: -50	D: 42
36	COc1cccc(S(=O)(=O)N[C@H]2C=C[C@H](CC(=O)NC3Cc4ccccc4C3)O[C@H]2CO)c1
  A: /	B: -3.9	C: -4	D: 71
37	C[C@@H](NC(=O)C[C@H]1C=C[C@H](NC(=O)C2CC2)[C@H](CO)O1)c1ccccc1
  A: 5	B: 1.4	C: 8	D: /
38	C[C@@H]1CN([C@H](C)CO)C(=O)c2cccc(NC(=O)Nc3ccccc3)c2O[C@H]1CN(C)CC1CCCCC1
  A: 5	B: -1.3	C: -24	D: 50
39	C[C@@H]1CN([C@@H](C)CO)C(=O)c2cc(-c3cccnc3)cnc2O[C@H]1CN(C)C(=O)Nc1ccc2c(c1)OCO2
  A: -1	B: 1.0	C: 16	D: 39
40	CCCC(=O)Nc1ccc2c(c1)OC[C@@H](C)N(CCc1ccccc1)C[C@@H](C)[C@H](OC)CN(C)C2=O
  A: /	B: -0.1	C: /	D: 31
41	C[C@@H]1CN([C@@H](C)CO)C(=O)c2cc(/C=C/c3ccccc3)cnc2O[C@@H]1CN(C)Cc1ccccc1F
  A: 5	B: -2.9	C: -14	D: 108*
42	C[C@@H]1CN([C@H](C)CO)C(=O)Cc2cc(NC(=O)CCN3CCOCC3)ccc2O[C@H]1CN(C)C
  A: -1	B: 0.2	C: 11	D: /
43	CC(=O)Nc1ccc2c(c1)C(=O)N(C)[C@@H]1CC[C@@H](CC(=O)NC3CCCCC3)O[C@H]1CO2
  A: -1	B: 2.4	C: -16	D: -19
44	C[C@@H]1CCCCO[C@@H](CN(C)Cc2ccc3c(c2)OCO3)[C@H](C)CN([C@H](C)CO)C(=O)c2cc(NC(=O)Cc3ccccc3)ccc2O1
  A: -6	B: -0.4	C: -61	D: 63
45	CCC(=O)N1C[C@@H](C)[C@@H](OC)CN(C)C(=O)c2cc(NC(=O)Nc3cccc(F)c3)ccc2OC[C@H]1C
  A: /	B: -1.0	C: 30	D: 8

Entries listed so far that contain two or more sulfur atoms:
Abbreviations: A = C diff growth; B = KDM4C inh; C = Pf Dd2 inh; D = T cruzi growth
23	COc1ccccc1S(=O)(=O)N(C)C[C@@H]1Oc2cc(C#CCC3CCCC3)ccc2S(=O)(=O)N([C@@H](C)CO)C[C@H]1C
  A: 5	B: -1.6	C: -5	D: /
27	C[C@@H]1CN([C@H](C)CO)C(=O)c2cccc(NC(=O)c3nc4ccccc4s3)c2O[C@@H]1CN(C)S(C)(=O)=O
  A: -4	B: 4.0	C: 1	D: 38

The listing continues:
Abbreviations: A = C diff growth; B = KDM4C inh; C = Pf Dd2 inh; D = T cruzi growth
46	C[C@H](CO)N1C[C@H](C)[C@@H](CN(C)Cc2ccc3c(c2)OCO3)Oc2ccc(NS(=O)(=O)c3ccccc3)cc2C1=O
  A: /	B: -0.2	C: 30	D: -3
47	CN(C)CC(=O)N[C@H]1CC[C@H](CCNC(=O)C2CCC2)O[C@@H]1CO
  A: 0	B: 1.4	C: 7	D: /
48	C[C@H](O)C#Cc1ccc2c(c1)O[C@H](CN(C)Cc1ccc(-c3ccccc3)cc1)[C@H](C)CN([C@H](C)CO)S2(=O)=O
  A: -2	B: -0.4	C: -27	D: 99*
49	C[C@H]1CCCCO[C@H](CN(C)S(=O)(=O)c2cn(C)cn2)[C@@H](C)CN([C@@H](C)CO)C(=O)c2cc(NC(=O)Nc3ccc(F)cc3)ccc2O1
  A: /	B: -0.3	C: -44	D: 9
50	CCCC#Cc1cnc2c(c1)C(=O)N([C@H](C)CO)C[C@H](C)[C@@H](CN(C)S(C)(=O)=O)O2
  A: -1	B: 1.5	C: 34	D: 40
51	COc1ccc2c3c(n(C)c2c1)[C@H](CO)N(C(=O)CN(C)C)CC31CN(Cc2nccs2)C1
  A: 1	B: 0.5	C: -10	D: /
52	C[C@H]1CN([C@@H](C)CO)C(=O)c2cc(NC(=O)Nc3ccc(C(F)(F)F)cc3)ccc2O[C@H]1CN(C)C(=O)NC1CCCCC1
  A: -7	B: /	C: 1	D: /
53	O=C(C[C@H]1CC[C@@H](NS(=O)(=O)c2cccc(F)c2)[C@H](CO)O1)NCc1ccc2c(c1)OCO2
  A: /	B: 2.9	C: -10	D: 37
54	O=C(C[C@H]1C=C[C@@H](NS(=O)(=O)c2ccc(F)cc2)[C@H](CO)O1)NCc1ccccc1F
  A: 0	B: -1.9	C: 13	D: /
55	C/C=C/c1ccc([C@@H]2[C@H](CO)N3CCCCN(C(=O)CN(C)C)C[C@@H]23)cc1
  A: 9	B: 1.6	C: -32	D: -60
56	Cc1noc(C)c1NC(=O)N(C)C[C@@H]1Oc2ccc(NS(=O)(=O)c3ccccc3)cc2C(=O)N([C@@H](C)CO)C[C@H]1C
  A: 0	B: 2.3	C: -2	D: 30
